# Screening data (PubChem)
# CHT PAM: allosterically activates the human high affinity choline transporter; CHT-expressing cells, membrane potential dye, choline EC20; stronger effect = higher value; LV-AA mutant CHT in HEK293 cells; B-score at 10 µM; 310,000 compounds, 0.49% hits; AID 488977;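 active = initial fluorescence not abnormally high and integrated response B-score, plate-corrected, over 3 SD above library mean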
# Target sequence (Q9GZV3 whole entry, looked up): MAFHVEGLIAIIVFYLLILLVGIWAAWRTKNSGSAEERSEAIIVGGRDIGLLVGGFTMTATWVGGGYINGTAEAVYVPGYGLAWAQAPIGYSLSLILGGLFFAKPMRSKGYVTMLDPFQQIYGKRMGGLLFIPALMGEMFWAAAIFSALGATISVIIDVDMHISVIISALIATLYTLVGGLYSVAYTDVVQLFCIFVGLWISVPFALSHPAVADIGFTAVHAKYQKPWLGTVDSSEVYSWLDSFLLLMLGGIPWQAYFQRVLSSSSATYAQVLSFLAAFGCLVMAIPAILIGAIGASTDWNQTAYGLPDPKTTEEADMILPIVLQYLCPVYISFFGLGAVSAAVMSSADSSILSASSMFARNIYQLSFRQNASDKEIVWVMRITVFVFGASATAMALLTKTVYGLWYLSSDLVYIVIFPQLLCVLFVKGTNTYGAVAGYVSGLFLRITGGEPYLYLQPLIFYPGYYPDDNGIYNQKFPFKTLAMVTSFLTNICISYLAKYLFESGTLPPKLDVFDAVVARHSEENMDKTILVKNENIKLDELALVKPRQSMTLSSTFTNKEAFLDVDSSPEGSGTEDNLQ
# OX1R antag-1: antagonists of human orexin 1 receptor; O43613; CHO/OX1R cells, Fluo-8 calcium fluorescence, orexin A; inhibition, % at 5 µM; 330,000 compounds, 0.43% hits; AID 434989;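 active = inhibition above its plate's threshold, mean inhibition of all tested compounds on the plate plus 3 SD, cut at about 37% in these data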;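 note: 0% = orexin A challenge wells and 100% = SB-334867-A antagonist wells; not every result past the cut was called active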
# Target sequence (O43613 whole entry, looked up): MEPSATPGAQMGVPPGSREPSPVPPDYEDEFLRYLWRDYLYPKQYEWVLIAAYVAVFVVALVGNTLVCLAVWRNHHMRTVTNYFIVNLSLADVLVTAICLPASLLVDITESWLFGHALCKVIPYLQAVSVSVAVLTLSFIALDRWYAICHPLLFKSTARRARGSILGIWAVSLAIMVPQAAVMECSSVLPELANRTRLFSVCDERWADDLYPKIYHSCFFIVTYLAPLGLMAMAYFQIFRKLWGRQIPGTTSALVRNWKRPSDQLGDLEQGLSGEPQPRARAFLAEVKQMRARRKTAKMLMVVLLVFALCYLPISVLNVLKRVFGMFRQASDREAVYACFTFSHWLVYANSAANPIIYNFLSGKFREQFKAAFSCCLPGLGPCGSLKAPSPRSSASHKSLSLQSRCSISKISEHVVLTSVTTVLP
# OX1R antag-2: OX1R (human) antagonism; OX1R-expressing cells, FRET antagonist read-out; 330,000 compounds, 1.8% hits; inhibition, % at 6.6 µM; O43613; AID 485270; in the data active = inhibition mostly above about 38%, no sharp cut-off; inactive = mostly below about 40%;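 note: 0% = agonist challenge alone and 100% = reference antagonist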
# The depositor's hits bear a star; i = inactive; nt = not tested or not shown.
# Value order – OX1R antag-2 | OX1R antag-1 | CHT PAM
- Cc1cccc(C)c1NC(=O)CNC(=O)CCNC(=O)c1ccco1
  5 | 3 | nt
- CSCC(O)Cn1[nH]c(=O)c2cc(Cl)c(Cl)cc2c1=O (centres undefined)
  8 | -8 | i
- COc1ccc(NS(=O)(=O)c2cc(NC(=O)c3ccc(Cl)cc3)ccc2N2CCOCC2)cc1
  12 | 24 | nt
- O=C(CSc1ccccc1)NCc1ccccn1
  13 | -10 | i
- COCCCn1c(SCC(=O)Nc2ccc3c(c2)OCCO3)nnc1-c1ccoc1C
  23 | -15 | i
- O=C(Cn1cnc2ccccc21)NCc1ccccc1
  2 | 13 | i
- O=C(COC(=O)/C=C/c1cccs1)NC(=O)Cc1ccccc1
  18 | -10 | i
- Cc1cc(OC(=O)c2cc(F)c(F)cc2Cl)nc(C)n1
  20 | -7 | i
- O=CN1CCCN(C(=O)CC2C(=O)NCCN2Cc2cccc(Oc3ccccc3)c2)CC1 (centres undefined)
  5 | 4 | i
- CC(=O)Nc1ccc(S(=O)(=O)c2ccc(N)cc2)cc1N
  11 | -4 | i
- COC(=O)C(C)Sc1nc2c(cnn2-c2ccc(Cl)cc2)c(=O)[nH]1 (centres undefined)
  15 | -14 | i
- Cc1ccc(S(=O)(=O)N(C)C)cc1NC(=S)NNC(=O)C1CC1
  12 | 9 | i
- CCN(C[C@H]1N[C@@](Cc2ccccc2)(C(=O)OC)[C@H]2C(=O)N(C)C(=O)[C@@H]12)C(=O)Nc1ccccc1
  -1 | -9 | nt
- Cc1nnc(Sc2cc(C(=O)NCCCN(C)Cc3ccccc3)c3ccccc3n2)s1
  6 | -29 | 6.5*
- CCSc1nnc(NC(=O)C2C3C=CC(C3)C2C(=O)O)s1 (centres undefined)
  12 | -25 | i
- Cc1cc2cc(CNC(=O)c3ccc(S(=O)(=O)N4CCCCC4)cc3)ccc2n1C
  -5 | -15 | i
- C=CCn1c(SCC(=O)N2CCCC2=O)nc2sc(CC)cc2c1=O
  18 | 36 | nt
- Nc1ccccc1Nc1cc(-c2cccc(Cl)c2)nn1-c1ccccc1
  15 | -32 | i
- N#C/C(=C\c1cc([N+](=O)[O-])c(N2CCOCC2)cc1N1CCOCC1)c1nc2ccccc2[nH]1
  15 | -16 | i
- O=C(N/N=C1/CC2C=CCC12)c1ccco1 (centres undefined)
  49 | 13 | i
- O=C(c1ccccc1)c1cccc(NC(=O)c2ccc(Br)o2)c1
  69 | 2 | i
- O=C(Nc1cccc(-c2csc(-c3ccccc3)n2)c1)c1cccs1
  67* | 0 | i
- Cn1cc(C(=O)c2ccc(Cl)cc2Cl)cc1C(=O)N/N=C(\N)COc1ccc(F)cc1
  -2 | -24 | i
- CC(C)(C)c1ccc(C(=O)OCC(=O)N2CCC(c3ccccc3)=N2)cc1
  -4 | -14 | nt
- Cc1[nH]n(-c2ccccc2)c(=O)c1C(=O)Nc1ccccc1
  18 | -13 | i
- NNC(=O)C1CC1(c1ccccc1)c1ccccc1 (centres undefined)
  8 | -25 | i
- Cc1ccc(C)c(Nc2nc(-c3cccnc3)cs2)c1
  19 | -45 | i
- Cc1cccc(C)c1NC(=O)c1cccnc1
  -4 | -9 | i
- O=C(NC(=S)NCCN1CCOCC1)c1ccccc1
  12 | -2 | i
- Cc1cccc(N2C(=O)CC(Sc3ccccc3C(=O)O)C2=O)c1 (centres undefined)
  7 | -8 | i

# Some values from the results shown:
# CC(C)(C)c1ccc(C(=O)OCC(=O)N2CCC(c3ccccc3)=N2)cc1 in OX1R antag-1 is listed with -14
# Cc1cccc(C)c1NC(=O)c1cccnc1 in OX1R antag-1 is listed with -9
# NNC(=O)C1CC1(c1ccccc1)c1ccccc1 (centres undefined) in OX1R antag-1 is listed with -25

# Additional structures follow:
# Value order – OX1R antag-2 | OX1R antag-1 | CHT PAM
- CCc1noc(C)c1C(=O)Nc1ccc(C#N)cc1
  1 | 9 | i
- CCOC(=O)[C@@H]1[C@H]2COc3ccccc3[C@@H]2N2C(=O)N(c3cccc(Cl)c3)C(=O)[C@@]12C
  19 | -5 | i
- Cc1cc(C)cc(C(=O)OCC(=O)NCCNC(=O)COC(=O)c2cc(C)cc(C)c2)c1
  57 | -18 | i
- COC(=O)c1c(NC(=O)CN2C(=O)NC3(CCC(C)CC3)C2=O)sc2c1CCC2 (centres undefined)
  3 | -22 | nt
- Clc1cc(-c2ccc(/C=N/n3cnnc3)o2)ccc1Br
  -2 | -8 | i
- CCOc1ccccc1N1CCN(C(=O)NCc2ccc(Cl)cc2)CC1
  6 | -18 | i
- COCc1ccc(C(=O)N2CCCC(Nc3ccc(C(C)C)cc3)C2)s1 (centres undefined)
  31 | -25 | i
- CCOc1ccc(NC(=O)c2ccccc2O)cc1
  14 | -7 | i
- c1ccc2c(-c3nn[nH]n3)cccc2c1
  5 | 0 | i
- O=C(COC(=O)c1ccc(F)cc1F)Nc1ncccn1
  16 | -6 | i
- CC1(C)CC(=O)C=C(c2cc3ccccc3s2)C1
  20 | -20 | i
- Cc1ccc(C)c(NC(=O)CSc2nnc(CCNC(=O)OC(C)(C)C)o2)c1
  15 | -12 | i
- COc1ccc(OCC(=O)Nc2ccccc2N2CCCCC2)cc1
  17 | -56 | i
- COc1cc(C(=S)N2CCOCC2)ccc1OC(=O)c1ccc([N+](=O)[O-])cc1[N+](=O)[O-]
  29 | -2 | i
- Cc1ccc(NC(=S)N/N=C/c2c(C)[nH]c3ccccc23)cc1
  27 | 1 | i
- CC(=O)Oc1ccc2c(=O)c(-c3ccccc3)c(C)oc2c1
  10 | -9 | i
- CCC1(C)Cc2ccccc2-c2nc(NCCCO)n(-c3ccccc3)c(=O)c21 (centres undefined)
  6 | -8 | i
- Cc1oc2c(C)c3oc(=O)c(CCC(=O)N4CCC(C(=O)NCCC(=O)O)(c5ccccc5)CC4)c(C)c3cc2c1C
  17 | -35 | i
- O=C(Nc1cc(N2CCOCC2)ncn1)c1ccccc1
  12 | -8 | i
- CC(C)(C)OC(=O)N[C@@H](Cc1ccccc1)C(=O)NCC1CCC(C(=O)O)CC1 (some centres undefined)
  5 | -13 | i
- O=S(=O)(Nc1ncnc2sccc12)c1cccc(F)c1
  3 | 18 | nt
- COc1ccc(C2(C(F)(F)F)NC(=O)N(C)C(=O)N2C)cc1 (centres undefined)
  2 | -4 | i
- COc1ccc(NC(=O)NCCCN2CCCCC2C)cc1 (centres undefined)
  3 | 0 | i
- CS(=O)(=O)N(CC(=O)NCCSCc1ccccc1)c1ccccc1Cl
  12 | -9 | i
- CC1CCCC(NC(=O)CCn2c(=O)oc3ccccc32)C1C (centres undefined)
  7 | -20 | i
- CN(C)/C=C/c1onc(-c2ccccc2Cl)c1C#N
  11 | 12 | i
- CC(C)C1OC(c2cccc(NC(=O)c3cccs3)c2)OCC1(C)C (centres undefined)
  22 | -13 | i
- O=C(Nc1cc(Cl)ccc1N1CCOCC1)c1ccc(Br)o1
  10 | -22 | i
- COc1cccc(C2C(C#N)=C(N)Oc3cc(C)oc(=O)c32)c1OC (centres undefined)
  28 | -15 | i
- COc1ccc(OC)c(NC(=O)CSc2nc(O)cc(=O)n2CC(C)C)c1
  6 | -10 | nt

# Three of the entries above in order of the OX1R antag-1 value, rising.
Molecule	OX1R antag-1
COc1cccc(C2C(C#N)=C(N)Oc3cc(C)oc(=O)c32)c1OC (centres undefined)	-15
CS(=O)(=O)N(CC(=O)NCCSCc1ccccc1)c1ccccc1Cl	-9
COc1ccc(C2(C(F)(F)F)NC(=O)N(C)C(=O)N2C)cc1 (centres undefined)	-4

# Carrying on.
# Value order – OX1R antag-2 | OX1R antag-1 | CHT PAM
- O=C1/C(=C\c2ccccn2)SC(=S)N1Nc1ncc(C(F)(F)F)cc1Cl
  -3 | -49 | i
- COc1ccc(C(=O)N[C@H](C(=O)NC2CCCCC2)C(C)C)cc1
  2 | -1 | nt
- CN1CCN(CC(O)c2ccccc2)CC1 (centres undefined)
  23 | -17 | i
- CSc1cccc(NC(=O)NNC(=O)C2CCN(S(=O)(=O)N(C)C)CC2)c1
  0 | -7 | i
- c1ccc(C2=NNC(c3ccco3)=Nc3ccccc32)cc1
  2 | -31 | i
- O=C(Nc1ccc(N2CCOCC2)c(Cl)c1)c1cccc(-n2cnnc2)c1
  15 | -9 | i
- CCC(=O)NC(c1cc(Cl)c2cccnc2c1O)C1CC1 (centres undefined)
  6 | -21 | nt
- CCc1nnc(NC(=O)CC23CC4CC(CC(Br)(C4)C2)C3)s1
  15 | -39 | i
- COc1ccccc1NC(=O)Nn1cnnc1
  10 | -16 | i
- Cc1ccc(NC(=O)NCC2CCN(Cc3cccc(Cl)c3)CC2)cc1Cl
  8 | -6 | i
- CCOC(=O)c1sc(NC(=O)CSc2nc3c(c(-c4ccc(OC)cc4)c2C#N)CCCC3)c(C#N)c1C
  14 | -16 | i
- Cc1ccc(C2CC2C(=O)NN)cc1 (centres undefined)
  18 | -22 | i
- Cc1nn(CCCC(=O)NCc2ccccc2)c(=O)c2nn(-c3ccccc3)c(C)c12
  13 | -35 | i
- CCN(CC)C(=S)Oc1ccc(Cl)cc1Cl
  10 | -20 | i
- Cc1nc(SCC(=O)NCc2ccco2)c2c(C)c(C)sc2n1
  17 | -35 | i
- CSc1ccc(C(=S)N2CCCCCC2)cc1
  19 | -5 | i
- Cc1ccc(-c2csc3ncnc(OCC(=O)NC(=O)NCc4ccco4)c23)cc1
  3 | -19 | i
- Cc1ccc(C)c(-n2c(-c3ccc(Br)cc3)csc2=NC(=O)c2ccccc2F)c1
  -2 | -25 | i
- O=S(=O)(O/N=C1\CCCc2ccccc21)c1ccccc1
  13 | 3 | i
- Cc1nonc1C1CCCN1Cc1nc(-c2ccc(F)cc2F)oc1C (centres undefined)
  21 | -24 | i
- Cc1nc2ccccc2n1C(=O)c1cc(-c2ccc(Br)cc2)nc2ccccc12
  44 | -42 | i
- COc1ccc(C(=O)c2c(-c3ccc(OC)cc3)oc3ccc(-c4cc(OC)c(OC)c(OC)c4)cc23)cc1
  9 | -25 | i
- COc1ccc(N(CC(=O)Nc2ccc3c(c2)OCCO3)S(=O)(=O)c2c(C)nn(C)c2C)cc1
  7 | -5 | i
- COC(=O)C(C)Sc1nc2c(cnn2-c2ccccc2)c(=O)[nH]1 (centres undefined)
  14 | -12 | i
- Cc1ccc(/C=[N+](/[O-])C2SC(=S)N(C)C2(C)C)cc1 (centres undefined)
  19 | -13 | i
- COc1ccc(OCc2cc(C(=O)NC(C)Cn3cncn3)no2)c(Cl)c1 (centres undefined)
  20 | -10 | i
- O=C(NCc1ccc(F)cc1)C1(c2cccs2)CCOCC1
  11 | -10 | i
- COc1ccc(CC(NC(C)=O)C(=O)NC2CCN(C(=O)Nc3ccc(Cl)cc3)CC2)cc1OC (centres undefined)
  10 | -11 | i
- COc1ccc(NC(=S)N/C(=N/S(=O)(=O)c2ccc(C)cc2)c2ccccc2)cc1
  13 | -21 | i
- O=C(CN1CCC(c2nc3ccccc3[nH]2)CC1)Nc1ccc2c(c1)OCO2
  23 | -30 | i
- Cc1ccc(C(=O)N/N=C2\SCC(=O)N2c2cc(C)ccc2C)cc1
  15 | -21 | i
- O=C(Cc1ccccc1)Nc1nnc(-c2cccs2)s1
  0 | -33 | i
- COc1ccccc1N1C(=O)CC(Sc2nccc(C)n2)C1=O (centres undefined)
  17 | -18 | i
- CC(C)Sc1nc2ccccc2n1CC(N)=O
  5 | -8 | i
- COc1ccc(CCNC(=O)CCc2ccccc2)cc1OC
  2 | -5 | i
- CC1CCC2(CC1)Nc1ccccc1C(=O)N2c1ccccc1 (centres undefined)
  0 | -12 | i
- COCCn1c(N)c(N(Cc2ccccc2)C(=O)CN2C(=O)NC(C)(c3ccccc3)C2=O)c(=O)[nH]c1=O (centres undefined)
  6 | 0 | i
- COc1ccc(C(=O)NCCCOC(=O)c2ccc(OC)cc2)cc1
  11 | -27 | i
- Cc1ccc(N(CC(=O)NCc2ccc(F)cc2)C(=O)c2csnn2)c(C)c1
  2 | -39 | i
- Cc1cc(C)c(C(=O)C[n+]2cccc(C(N)=O)c2)c(C)c1
  23 | -28 | i
- CS(=O)(=O)c1ccc(C(=O)NC2CCCc3ccccc32)cc1 (centres undefined)
  2 | -25 | i
- COc1ccc2cc(S(=O)(=O)N3CCCCCC3)ccc2c1
  5 | -21 | i
- CCCn1cc(NC(=O)c2cc3n(n2)C(C(F)(F)F)CC(c2ccccc2)N3)cn1 (centres undefined)
  -4 | -12 | i
- COc1ccc(C(=O)C(C)OC(=O)c2cccc(S(=O)(=O)Nc3cc(Cl)c(OC)cc3OC)c2)cc1 (centres undefined)
  47 | 1 | i
- Cc1cc(OCC(O)CN2CCc3ccccc3C2)ccc1Cl (centres undefined)
  14 | -20 | i
- O=C(C1=C[C@@H](c2ccc(Br)cc2)C[C@@H](OCc2ccc(CO)cc2)O1)N1CCN(Cc2ccccc2)CC1
  11 | -17 | i
- COc1ccc(-c2oc(=O)c3cc(OC)c(OC)cc3c2-c2ccc3c(c2)OCO3)cc1
  10 | -3 | nt
- Cc1ccc(-c2csc(NC(=O)Cn3[nH]c(=O)c4ccccc4c3=O)n2)cc1
  26 | -32 | i
- O=C(COC(=O)c1ccc2c(c1)OCCO2)Nc1cc(Cl)ccc1Cl
  3 | -17 | i
- Cc1ccc(F)cc1NC(=O)Cc1nn(C)c(=O)c2ccccc12
  30 | 23 | i

# Next section.
# Value order – OX1R antag-2 | OX1R antag-1 | CHT PAM
- COc1ccc(NC2CCCN(C(=O)c3ccc(CSC)o3)C2)cc1OC (centres undefined)
  20 | -33 | i
- CCc1c(C)nc(SCC(=O)Nc2nc(-c3ccc(OC)cc3)cs2)[nH]c1=O
  76 | 0 | i
- O=C(CCCOc1ccccc1)N1CCN(S(=O)(=O)c2cccs2)CC1
  3 | -24 | i
- COc1cc(C(=O)NCc2ccc(C(=O)NCC(OC)OC)cc2)cc(OC)c1OC
  8 | -3 | i
- Cc1ccccc1CCNC(=O)Cn1nc(C)c2c(C)n(-c3ccccc3)nc2c1=O
  9 | -15 | i
